Screening data from PubChem.
SIAH1 antagonists: Siah-1 peptide-binding antagonists, primary screen, biochemical, fluorescence polarization, rhodamine-plectin, uHTS (AID 1817); displacement, % at 20 µM; hits with a dose series show IC50 in µM; 0.02% of 290,000 active; Siah-1 / rhodamine-plectin peptide fluorescence polarization; higher % means a stronger effect;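 active = displacement of at least 50% at 20 µM, with a fluorescence ratio check between 0.3 and a set limit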;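 also: plate controls were Siah plus tracer with DMSO for no effect and tracer alone without Siah for full effect; strong numbers were not always called active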
human PMI inhibition: inhibitors of human PMI, primary screen, biochemical, fluorescence intensity, coupled assay (AID 1209) | purified PMI enzyme, coupled fluorescence intensity; higher % means a stronger effect | inhibition, % at 20 µM, or IC50 in µM where a hit was titrated | 0.42% of 190,000 active;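 also: plate controls were DMSO vehicle for no effect and wells lacking substrate for full effect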
LYP phosphatase: inhibitors of LYP phosphatase, biochemical, fluorescence intensity, uHTS (AID 1779) | recombinant LYP phosphatase, fluorescence intensity; higher % means a stronger effect | inhibition, % at 11.5 µM; hits with a dose series show IC50 in µM | 0.054% of 290,000 active;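 also: plate controls were vehicle with enzyme for no effect and no enzyme for full effect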
M17LAP inhibition: P. falciparum M17LAP inhibitors, primary screen, biochemical, fluorogenic H-Leu-NHMec substrate, 1536-well (AID 1619). recombinant M17LAP, H-Leu-NHMec fluorogenic kinetic assay; higher % means a stronger effect. one-dose inhibition, % at 30 µM; IC50 in µM for titrated hits. 0.38% of 220,000 active;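 active = compound inhibiting the enzyme by more than half at any dose during confirmatory dose-response retesting; inconclusive = strong single-dose inhibitors picked by rank but not retested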;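 also: plate controls were full reaction with DMSO carrier for no effect and no enzyme background for full effect; strong numbers were not always called active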
AID2073: inhibitors of Mint1-CaV2.2 protein interaction, biochemical, HTRF (AID 2073); 0.19% of 290,000 active; inhibition, % at 20 µM; hits with a dose series show IC50 in µM; HTRF protein-protein interaction, Mint1-CaV2.2; higher % means a stronger effect; in the data active = inhibition mostly above about 51%, no sharp cut-off; inconclusive = no clear call, values can overlap the other calls; inactive = mostly below about 53%; also: some results filed as inactive read as strong as hits
PMI inhibition: human PMI inhibitors, high substrate, primary screen, biochemical, fluorescence intensity, high mannose 6-phosphate (AID 1220). recombinant PMI enzyme, coupled fluorescence intensity; higher % means a stronger effect. inhibition, % at 20 µM; hits with a dose series show IC50 in µM. 0.66% of 190,000 active
Dynein transport: dynein cargo transport inhibition; 3617.4 mouse cells, GR-EGFP nuclear translocation imaging; test concentration mostly 20 µM; stimulated with dexamethasone, 1 µM; active compounds read low; z-score, hits read low; 0.47% of 220,000 active;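 active = plate z-score of nuclear minus cytoplasmic receptor signal below a set negative limit, without overly bright fluorescence or cell loss, cut at about -3.5 in these data, passing the limit was not always enough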;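 also: z-score of nuclear minus cytoplasmic ring GR-EGFP intensity difference per well; some compounds called inactive have numbers as strong as hits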
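Buffer or medium – tet-free medium with charcoal-stripped serum · Signal – automated 10x imaging of fixed Hoechst-stained cells · Also added – dexamethasone agonist, 1.0 µM final, for 30 min · Incubation – induction 48 h, compound 1 h, agonist 30 min · Read-out – GR-EGFP nuclear translocation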
M1AAP inhibition: P. falciparum M1AAP inhibitors, biochemical, fluorogenic H-Leu-NHMec substrate, 1536-well (AID 1445); recombinant M1AAP, H-Leu-NHMec fluorogenic kinetic assay; higher % means a stronger effect; one-dose inhibition, % at 30 µM; IC50 in µM for titrated hits; 0.42% of 220,000 active;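 active = primary inhibition above the hit cutoff, then over 50% inhibition at one or more dose response concentrations, cut at about 23% in these data, passing the limit was not always enough; inconclusive = conflicting primary data, or primary hits not chosen for dose response; inactive = low primary inhibition, or under 50% at every dose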;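 also: plate controls were DMSO full reaction for no effect and no enzyme background for full effect; strong numbers were not always called active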
XIAP displacement: small molecules displacing peptide from XIAP – biochemical, IAP family, fluorescence polarization (AID 1018); XIAP BIR domain, fluorescence polarization peptide displacement; higher % means a stronger effect; one-dose displacement, % at 20 µM; IC50 in µM for titrated hits; 0.007% of 200,000 active; in the data active = displacement above about 50%; also: a part of the inactive calls stands beside numbers as strong as those of hits
Dynein transport cytoplasmic EGFP: second read-out of Dynein transport, no call of its own (marks repeat the call); z-score; measured here: cytoplasmic GR-EGFP intensity; active compounds read high
Dynein transport nuclear GR-EGFP: further read-out of Dynein transport, marked with its call; z-score; measured here: nuclear GR-EGFP intensity;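 lower value marks the stronger effect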
Dynein transport cell count: further read-out of Dynein transport, marked with its call; z-score; measured here: cell count per field
* hit, by the source's call; ? = inconclusive; / = no result given. Rule as the data show it, unless noted: active = inhibition above about 50%; inactive = the rest.

SMILES	SIAH1 antagonists	human PMI inhibition	LYP phosphatase	M17LAP inhibition	AID2073	PMI inhibition	Dynein transport	Dynein transport cytoplasmic EGFP	Dynein transport nuclear GR-EGFP	Dynein transport cell count	M1AAP inhibition	XIAP displacement
O=C1CCCC2=C1C(c1ccsc1)CC(=O)N2c1nnc(SCc2ccccc2)s1 (stereo unspecified)	0%	3%	5%	-18%	0%	8%	-0.65	-0.3	-0.13	0.82	4%	-2.5%
COc1ccc(O[C@H]2C=C[C@@H](c3ccccc3)O[C@@H]2COC(=O)CC/C(C)=N/O[C@H](C)c2cn([C@@H]3COC[C@H]3O)nn2)cc1	7%	6%	-4%	2%	0%	0%	0.073	-0.28	0.33	0.59	2%	-1.9%
CC(C)CNS(=O)(=O)c1ccc(CCC(=O)Nc2cc(Cl)ccc2Oc2ccccc2)cc1	1%	18%	7%	7%	2%	15%	0.022	-0.22	0.28	0.92	4%	-7.5%
CSc1ncccc1C(=O)OCC(=O)c1ccc2c(c1)NC(=O)CO2	-2%	/	-6%	-1%	25%	/	0.37	-0.27	-0.1	0.86	5%	/
O=C(CSc1nc2ccccc2c(=O)[nH]1)Nc1ccc(S(=O)(=O)N2CCCC2)cc1	-6%	7%	-4%	10%	6%	2%	0.92	-0.079	0.93	-1.6	7%	-5.3%
O=S(=O)(c1ccccc1)c1cnc(-c2ccccc2)nc1N1CCCCC1	-1%	5%	-1%	-3%	2%	10%	0.42	-0.36	0.85	0.11	3%	-3.9%
Cc1nnc2ccc(N3CCC4(CC3)OCCO4)nn12	2%	17%	3%	-1%	-3%	15%	3.5	-0.061	2.7	-2.5	-2%	-0.2%
O=C1CC(c2ccccc2)=Nc2ccc(Br)cc2N1	-3%	5%	-3%	-1%	1%	1%	-0.58	-0.21	0.015	1	4%	-4.2%
O=c1c2cc3c(=O)n(CC4CCCO4)c(=O)c3cc2c(=O)n1CC1CCCO1 (stereo unspecified)	2%	7%	-6%	-3%	-2%	9%	-0.61	-0.26	-0.49	0.044	11%	-1.1%
COc1ccc(Nc2nc(NC(C)(C)C)nc(N3CCCC3)n2)c(OC)c1	2%	10%	1%	4%	-5%	5%	-1	-0.19	-0.28	0.044	6%	-3.6%
Cc1ccc(S(=O)(=O)N2CCN(c3c([N+](=O)[O-])cc(C(F)(F)F)cc3[N+](=O)[O-])CC2)cc1	4%	1%	-3%	-7%	-1%	5%	-0.38	-0.3	-0.42	0.14	9%	0.6%
CC(=O)Nc1ccc(Oc2nc(C)cc(C)n2)cc1	-9%	-2%	-7%	9%	44%	-6%	-0.18	-0.23	0.0088	0.41	4%	0.3%
O=C(CSCc1ccc(F)cc1)N1CCOCC1	-7%	-6%	-13%	5%	-5%	-4%	0.0096	-0.25	0.13	0.78	4%	-6.5%
Cc1noc(C)c1COC(=O)c1ccc(N(C)C)cc1	-1%	-15%	0%	10%	13%	-7%	-0.096	-0.37	-0.087	-0.049	5%	-3.8%
CC(=O)Nc1ccc(C2=NN(c3ccccc3)C(c3cccs3)C2)cc1 (stereo unspecified)	-1%	-18%	-23%	-42%	50%	-10%	0.17	-0.3	0.32	0.42	7%	2.5%
Cc1[nH]c2ccccc2c(=O)c1C(=O)/C=C/c1ccccc1	6%	/	-5%	/	3%	/	-6*	1*	-2.2*	-0.19*	/	/
CCCCCC(=O)N/N=C(\C)c1ccccn1	-5%	15%	-7%	7%	-2%	15%	-0.34	-0.22	-0.57	0.24	-3%	-0.9%
CCOC(=O)C1=C(OCc2ccc(Cl)cc2)C2C=C(C)C=CC2N=C1 (stereo unspecified)	-3%	-9%	11%	2%	1%	-3%	-0.073	-0.015	-0.18	0.6	5%	-9.4%
O=c1oc2ccccc2cc1-c1nnc(NCc2ccco2)s1	-3%	4%	-6%	-10%	?	9%	1.9	0.22	0.94	-1.1	5%	-5.6%
COC(=O)c1ccc(NC(=S)NN2CCOCC2)cc1	0%	-2%	0%	5%	-15%	-8%	-0.93	-0.22	-0.52	0.0073	8%	-4.7%
Cc1cc(NC(=O)c2c(Cl)c(C)nn2C)no1	-3%	3%	-8%	3%	7%	21%	-0.43	0.7	0.1	1.1	6%	-5.5%
COc1ccc(CNC(=O)Nc2cc(C)ccc2C)cc1	2%	1%	-2%	-6%	10%	-16%	-0.7	-0.22	-0.13	0.44	1%	-1.9%
COc1ccc(C(=O)N=c2nc3ccccn3s2)cc1	4%	-5%	-1%	-8%	4%	-1%	0.92	-0.15	0.62	-0.15	4%	-2.3%
COc1ccc(S(=O)(=O)Nc2ccc(S(=O)(=O)N3CCOCC3)cc2)cc1C	2%	18%	-3%	10%	-4%	17%	1.1	-0.24	0.5	0.025	10%	-2.3%
Cc1cccc(NC(=O)CSc2nc(-c3ccccc3)c(C#N)c(=O)[nH]2)c1C	-4%	1%	-6%	5.4µM*	15%	1%	-1	-0.19	0.082	0.052	15%	-2.8%
O=C(Cc1c(O)c2ccccc2[nH]c1=O)NCc1ccccc1F	-9%	2%	-4%	12%	2%	0%	-0.15	-0.32	0.14	0.38	-2%	0.1%
O=C1OC(N2CCN(C/C=C/c3ccccc3)CC2)c2ccccc21 (stereo unspecified)	0%	0%	-6%	11%	-1%	7%	0.48	-0.14	0.79	-0.92	4%	-1.4%
CC(Sc1nc2cc(Cl)ccc2s1)C(=O)Nc1ccc2c(c1)OCO2 (stereo unspecified)	-4%	18%	1%	-2%	4%	21%	0.57	-0.058	0.27	-1.1	1%	-6.6%
O=C(c1ccccc1Nc1ccc(SC(F)F)cc1)N1CCCCCC1	-6%	1%	2%	3%	7%	-8%	1.3	-0.17	0.58	-2.2	-11%	-5.8%
O=C(O)/C=C/C(=O)NCCc1cccc(Cl)c1	-1%	-5%	-7%	-6%	3%	3%	3.1	-0.11	2	-1.6	-3%	5.1%

Gathered by group, those above with a Cl atom
SMILES	SIAH1 antagonists	human PMI inhibition	LYP phosphatase	M17LAP inhibition	AID2073	PMI inhibition	Dynein transport	Dynein transport cytoplasmic EGFP	Dynein transport nuclear GR-EGFP	Dynein transport cell count	M1AAP inhibition	XIAP displacement
CC(C)CNS(=O)(=O)c1ccc(CCC(=O)Nc2cc(Cl)ccc2Oc2ccccc2)cc1	1%	18%	7%	7%	2%	15%	0.022	-0.22	0.28	0.92	4%	-7.5%
CCOC(=O)C1=C(OCc2ccc(Cl)cc2)C2C=C(C)C=CC2N=C1 (stereo unspecified)	-3%	-9%	11%	2%	1%	-3%	-0.073	-0.015	-0.18	0.6	5%	-9.4%
Cc1cc(NC(=O)c2c(Cl)c(C)nn2C)no1	-3%	3%	-8%	3%	7%	21%	-0.43	0.7	0.1	1.1	6%	-5.5%
CC(Sc1nc2cc(Cl)ccc2s1)C(=O)Nc1ccc2c(c1)OCO2 (stereo unspecified)	-4%	18%	1%	-2%	4%	21%	0.57	-0.058	0.27	-1.1	1%	-6.6%
O=C(O)/C=C/C(=O)NCCc1cccc(Cl)c1	-1%	-5%	-7%	-6%	3%	3%	3.1	-0.11	2	-1.6	-3%	5.1%

(next part)
SMILES	SIAH1 antagonists	human PMI inhibition	LYP phosphatase	M17LAP inhibition	AID2073	PMI inhibition	Dynein transport	Dynein transport cytoplasmic EGFP	Dynein transport nuclear GR-EGFP	Dynein transport cell count	M1AAP inhibition	XIAP displacement
CC12CC(NC(=O)N1c1cccc(C(=O)N3CCN(c4ccccn4)CC3)c1)c1ccccc1O2 (stereo unspecified)	-8%	-3%	-8%	2%	5%	-3%	-0.23	-0.22	0.19	0.2	-2%	-4.7%
O=C(O)c1ccc(Sc2nnc3ccccn23)c([N+](=O)[O-])c1	-5%	/	-5%	4%	-5%	/	-0.032	0.69	0.053	0.44	4%	/
COCCNC(=O)c1onc(CSc2ccc(F)c(F)c2)c1C(=O)O	-5%	-4%	-13%	-1%	-4%	-8%	0.9	-0.18	0.8	-0.086	-2%	0.2%
COc1ccccc1NC(=O)c1nc[nH]c1C(=O)Nc1ccccc1OC	-5%	-8%	-6%	-9%	-20%	-7%	-1.7	-0.3	-0.86	0.81	-3%	-3.0%
O=C(O)C1[C@H]2C(=O)N(C3CCCC3)C[C@]23C=C[C@H]1O3 (stereo partly specified)	4%	3%	-9%	-2%	-4%	5%	0.26	-0.24	0.31	-0.0023	-1%	-3.6%
O=C(N=Nc1ccc(NOC(=O)c2ccccc2Br)cc1)c1ccccc1O	0%	26%	11%	6%	-4%	65%*	-0.52	-0.31	0.24	0.07	12%	-3.4%
CC(C)C(=O)NC(Nc1cccc2cccnc12)C(Cl)(Cl)Cl (stereo unspecified)	2%	14%	-4%	8%	-4%	41%	-0.55	-0.057	0.42	0.94	8%	-3.5%
COc1ccccc1NC(=O)COn1nnc2ccc(S(=O)(=O)N3CCOCC3)cc21	1%	0%	-5%	12%	9%	2%	-0.31	0.65	-0.13	-0.16	2%	-2.7%
CCC(=O)N1CCc2cc(S(=O)(=O)NC(C(=O)NC3CCCc4ccccc43)C(C)C)ccc21 (stereo unspecified)	3%	17%	-8%	3%	-8%	15%	0.091	0.027	1.2	-1.1	6%	-7.2%
O=C(CC(c1ccccc1)c1ccccc1)Nc1ccc2c(c1)OCCO2	1%	21%	2%	-5%	-2%	18%	0.71	-0.26	-0.29	-0.097	3%	-4.5%
Cc1nn(-c2ccccc2)c(C)c1/C=N/NC(=O)c1cc(-c2ccccc2)n[nH]1	2%	7%	5%	34%	8%	9%	-0.00067	-0.2	-0.16	0.28	-1%	-24%
CCC(C)(C)n1nnnc1C(c1ccc2ncccc2c1)N1CCCCCC1 (stereo unspecified)	-4%	-21%	-5%	16%	-5%	-19%	-1.5	-0.28	-0.97	1.8	5%	-4.8%
O=C(OCc1c(Cl)cccc1Cl)c1ccccn1	1%	9%	-5%	-1%	1%	13%	2.5	-0.4	1.1	-0.86	-4%	-8.4%
